# T cell modulator = modulates CD8 T cell binding to vesicles; 0.068% of 330,000 active; 2C CD8+ T cell-vesicle binding, flow cytometry; stronger effect = lower value; calls only at 7 µM;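 active = response, share of CD8 T cells binding vesicles, and their 90th percentile fluorescence all below set limits, cut at about 80% in these data, passing the limit was not always enough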
#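 material = purified 2C TCR transgenic mouse naive CD8+ T cells | controls = Unloaded micro-vesicles (low), QL9 vesicles with 0.7% DMSO (high) | detection = cytometric PE anti-B7-1 and Alexa647 anti-CD8 signals after 1% paraformaldehyde fixation | incubation = binding step 1.5 h, 37 °C, antibody labelling 20 min, ice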
# bCat nuc transl = beta-catenin nuclear translocation modulation. HeLa beta-catenin nuclear translocation, immunofluorescence imaging. 0.3% of 190,000 active. nuclear translocation activity, % at 5 µM;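 active = nuclear translocation activity above 50% at 5 µM, with a well cell count of 50 or more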;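 note: per-cell ratio of nuclear to cytoplasmic median beta-catenin stain intensity; plate controls were DMSO negative control for no effect and GSK-3 inhibitor IX positive control for full effect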
#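 System: HeLa cells, endogenous beta-catenin; compound dosing: 5 µM primary single dose, 0.1% DMSO, 0.02–20 µM confirmation series; incubation: 24 h compound exposure at 37°C, 5% CO2; signal: beta-catenin immunofluorescence imaging with DAPI; evaluation: % activation, nuclear-to-cytoplasmic median beta-catenin signal ratio per cell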
# Dynein transport = dynein cargo transport inhibition; 0.47% of 220,000 active; z-score, hits read low; AID 1381; 3617.4 mouse cells, GR-EGFP nuclear translocation imaging; test concentration mostly 20 µM; stimulated with dexamethasone, 1 µM; stronger effect = lower value;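 active = plate z-score of nuclear minus cytoplasmic receptor signal below a set negative limit, without overly bright fluorescence or cell loss, cut at about -3.5 in these data, passing the limit was not always enough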;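 note: z-score of nuclear minus cytoplasmic ring GR-EGFP intensity difference per well; some compounds called inactive have numbers as strong as hits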
#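 medium = tetracycline-free induction medium containing charcoal-stripped FBS | probe or stimulus = dexamethasone, 1.0 µM final | timing = 48 h induction, then 1 h compound, then 30 min agonist, 37 °C | detection = automated 10x imaging of fixed Hoechst-stained cells | read-out basis = nuclear versus cytoplasmic GR-EGFP signal, averaged per well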
# Yfh1-depleted yeast = enhancers of respiration in Yfh1-depleted yeast, dose response, Friedreich's ataxia, plus single-dose screen (AID 1465) | 0.074% of 220,000 active | S. cerevisiae Yfh1-off respiration, WST-1 reduction, 72 h; higher fold induction means a stronger effect | fold induction at 50 µM; hits with a dose series show EC50 in µM;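 active = fold induction of absorbance versus untreated yeast above a set limit, then at least 30% activation at any dose in follow-up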;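 note: activators that raise dye reduction in frataxin-depleted yeast; strong numbers were not always called active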
# MT stabilizer = microtubule stabilizers in HeLa cells; HeLa tubulin immunostaining HCS, 24 h; share of cells brighter than vehicle mean+2SD; % tubulin-high responders, % at 10 µM; 0.83% of 200,000 active;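 active = plate Z-score above 3 for both tubulin-high and condensed-nucleus cell shares, with cell loss under 80%, at 10 µM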;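 note: anti alpha tubulin signal scored within the nucleus-defined area of each cell; some results filed as inactive read as strong as hits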
# Autophagy mod = alters autophagy in cells; MEF GFP-LC3 puncta imaging; test concentration mostly 10 µM; calls only at 10 µM (by protocol); 0.98% of 190,000 active;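 active = percentage of spot-positive cells more than 3 SD above its plate mean, without a fluorescence outlier flag or 80% toxicity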;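 note: spot-positive cell cutoff set from DMSO-treated cells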
# Dynein transport cytoplasmic EGFP = second read-out of Dynein transport, no call of its own (marks repeat the call); z-score; measured here: cytoplasmic GR-EGFP intensity; stronger effect = higher value
# Dynein transport nuclear GR-EGFP = also measured in Dynein transport; calls as there; z-score; measured here: nuclear GR-EGFP intensity;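 lower value marks the stronger effect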
# Dynein transport cell count = also measured in Dynein transport; calls as there; z-score; measured here: cell count per field
# bCat nuc transl cell count 5 µM = further read-out of bCat nuc transl, marked with its call; cell count; measured here: cell count, cytotoxicity flag
# T cell modulator vesicle-bound % = further read-out of T cell modulator, marked with its call; double positive events, %; measured here: CD8+ vesicle-bound cell fraction;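 binding gate set so that unloaded-vesicle control wells show 10% double positive cells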
# MT stabilizer Hoechst-high % = second read-out of MT stabilizer, no call of its own (marks repeat the call); % Hoechst-high responders; measured here: nuclear condensation Hoechst responders;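 share of cells brighter than vehicle mean plus two SD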
# MT stabilizer cytotoxicity % = also measured in MT stabilizer; calls as there; toxicity, %; measured here: cytotoxicity by cell density;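 0% = mean cell density of plate MIN control wells and 100% = no cells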
# Autophagy mod cell loss 18 h = further read-out of Autophagy mod, marked with its call; toxicity, %; measured here: cell loss, nuclei count;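 cell loss after 18 h compound exposure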
# * marks the source's active call; other numbers are inactive results; i = inactive; / = no result given; + = active, no number. This is a subset; the hit share may differ from the screen's.
# Sample of the layout:
SMILES,T cell modulator,bCat nuc transl,Dynein transport,Dynein transport cytoplasmic EGFP,Dynein transport nuclear GR-EGFP,Dynein transport cell count,Yfh1-depleted yeast,MT stabilizer,MT stabilizer Hoechst-high %,MT stabilizer cytotoxicity %,Autophagy mod,Autophagy mod cell loss 18 h,others
CC(C)(C)C1=C(C#N)C(c2cc3c(cc2Br)OCO3)C(C#N)=C(N)O1 (stereo unspecified),i,-2.0,/,/,/,/,i,/,/,/,/,/,bCat nuc transl cell count 5 µM=1152;T cell modulator vesicle-bound %=4
COC(=O)c1cc(S(=O)(=O)n2nc(C)cc2C)c(Cl)cc1Cl,i,1.9,/,/,/,/,i,/,/,/,/,/,bCat nuc transl cell count 5 µM=1213;T cell modulator vesicle-bound %=12
CCC(C)N(C(=O)COC(=O)c1cn(CC)c2nc(C)ccc2c1=O)C1CCS(=O)(=O)C1 (stereo unspecified),i,1.1,/,/,/,/,i,/,/,/,/,/,bCat nuc transl cell count 5 µM=1133;T cell modulator vesicle-bound %=22
CCOc1ccc2nc(NC(=O)CSc3nc4c(c(=O)n(C)c(=O)n4C)n3CC)sc2c1,i,0.6,/,/,/,/,i,/,/,/,/,/,bCat nuc transl cell count 5 µM=1132;T cell modulator vesicle-bound %=11
Cn1c(N)c(C(=O)CSc2nc3ccccc3n2-c2ccccc2)c(=O)n(C)c1=O,i,-2.1,/,/,/,/,i,/,/,/,/,/,bCat nuc transl cell count 5 µM=958;T cell modulator vesicle-bound %=53
CN(C)CCN1C(=O)C(=O)/C(=C(/O)c2ccc(S(=O)(=O)N3CCOCC3)cc2)C1c1ccccc1 (stereo unspecified),i,-5.0,/,/,/,/,i,/,/,/,/,/,bCat nuc transl cell count 5 µM=1058;T cell modulator vesicle-bound %=29

# Main list, previewed entries included:
SMILES,T cell modulator,bCat nuc transl,Dynein transport,Dynein transport cytoplasmic EGFP,Dynein transport nuclear GR-EGFP,Dynein transport cell count,Yfh1-depleted yeast,MT stabilizer,MT stabilizer Hoechst-high %,MT stabilizer cytotoxicity %,Autophagy mod,Autophagy mod cell loss 18 h,others
CC(C)(C)C1=C(C#N)C(c2cc3c(cc2Br)OCO3)C(C#N)=C(N)O1 (stereo unspecified),i,-2.0,/,/,/,/,i,/,/,/,/,/,bCat nuc transl cell count 5 µM=1152;T cell modulator vesicle-bound %=4
COC(=O)c1cc(S(=O)(=O)n2nc(C)cc2C)c(Cl)cc1Cl,i,1.9,/,/,/,/,i,/,/,/,/,/,bCat nuc transl cell count 5 µM=1213;T cell modulator vesicle-bound %=12
CCC(C)N(C(=O)COC(=O)c1cn(CC)c2nc(C)ccc2c1=O)C1CCS(=O)(=O)C1 (stereo unspecified),i,1.1,/,/,/,/,i,/,/,/,/,/,bCat nuc transl cell count 5 µM=1133;T cell modulator vesicle-bound %=22
CCOc1ccc2nc(NC(=O)CSc3nc4c(c(=O)n(C)c(=O)n4C)n3CC)sc2c1,i,0.6,/,/,/,/,i,/,/,/,/,/,bCat nuc transl cell count 5 µM=1132;T cell modulator vesicle-bound %=11
Cn1c(N)c(C(=O)CSc2nc3ccccc3n2-c2ccccc2)c(=O)n(C)c1=O,i,-2.1,/,/,/,/,i,/,/,/,/,/,bCat nuc transl cell count 5 µM=958;T cell modulator vesicle-bound %=53
CN(C)CCN1C(=O)C(=O)/C(=C(/O)c2ccc(S(=O)(=O)N3CCOCC3)cc2)C1c1ccccc1 (stereo unspecified),i,-5.0,/,/,/,/,i,/,/,/,/,/,bCat nuc transl cell count 5 µM=1058;T cell modulator vesicle-bound %=29
COC(=O)C(C#N)c1nc2ccccc2nc1N1CCN(Cc2ccc3c(c2)OCO3)CC1 (stereo unspecified),i,2.1,/,/,/,/,i,/,/,/,/,/,bCat nuc transl cell count 5 µM=984;T cell modulator vesicle-bound %=26
O=C(CSc1nnc(-c2ccc(S(=O)(=O)N3CCCC3)cc2)o1)N1CCCC1,/,/,0.88,-0.23,0.15,0.66,/,3.4,2.0,9.3,i,-1,
Cc1cc(C)nc(-n2c(Nc3ccccc3)cc(=O)c3c(C)n(-c4ccccc4)c(=O)nc32)n1,/,/,-0.7,-0.25,-0.18,-0.26,/,2.1,2.3,7.1,i,-1,
COC(=O)c1cc2c(=O)n3ccccc3nc2n(C(C)C)c1=N,/,/,-0.39,-0.26,-0.11,-0.22,/,3.4,2.4,20,i,1,
CC1CCN(Cc2nc3c(c(=O)n(C)c(=O)n3C)n2Cc2c(F)cccc2Cl)CC1,/,/,-0.095,-0.13,-0.14,-0.92,/,1.5,1.9,6.4,i,8,
CC(=O)OC(C(=O)Nc1ccccc1C)C(OC(C)=O)C(OC(C)=O)C(OC(C)=O)C(=O)Nc1ccccc1C (stereo unspecified),/,/,-0.96,-0.24,-0.5,0.48,/,2.2,1.9,6.3,i,3,
CCOC(=O)c1cn2c3c(c(F)c(F)cc3c1=O)SC(N1CCOCC1)=N2,/,/,-1.7,0.14,-0.81,0.12,/,2.3,1.6,4.0,i,-9,
Cc1cccc2c(=O)oc(-c3ccc4c(c3)C(=O)N(CC3CCCO3)C4=O)nc12 (stereo unspecified),/,/,0.24,-0.24,0.21,-0.57,/,2.3,1.7,5.9,i,-5,
O=C(NCCN1CCOCC1)c1cc2cc(Cl)cc(Cl)c2oc1=O,/,/,1,-0.23,0.57,-0.91,/,3.7,2.0,2.7,i,20,
CC1(C)CC(=O)c2cc(C(=O)N3CCCCC3)c(=O)n(-c3ccc(Cl)cc3)c2C1,/,/,-0.13,-0.22,0.11,0.29,/,2.8,2.4,7.1,i,-8,
Cn1c(=O)[nH]c(=O)c2c1nc(N1CCOCC1)n2CCSc1ncccn1,/,/,0.24,0.52,0.2,0.073,/,4.1,3.0,2.3,i,-2,
COC(=O)c1cc(OC)c(OC)cc1NC(=O)c1cc(C)on1,/,/,-0.079,0.16,0.68,-1.4,/,2.0,1.6,8.7,i,-5,
Cc1cc(NCCN2CCOCC2)n2ncc(-c3ccc(Cl)cc3)c2n1,/,/,i,/,/,-6.1,/,2.9,3.5,21,i,3,
O=C(CSc1ncnc2ccccc12)N1CCN(c2ccccc2)CC1,/,/,0.063,0.0072,0.02,0.038,/,2.7,1.7,6.3,i,-11,
CC(C)C1N=C2c3ccccc3N=C(SCc3cc(=O)n4ccccc4n3)N2C1=O (stereo unspecified),/,/,-0.33,-0.27,0.11,0.51,/,2.8,1.8,9.0,i,-7,
Cc1ccc2c(C)nc(NC3=NCN(C(C)C)CN3)nc2c1,/,/,-0.99,-0.19,-0.2,0.3,/,2.9,1.7,5.0,i,4,
Cc1nn2c3ccccc3nc2n(Cc2ccccc2)c1=O,/,/,0.86,-0.27,0.45,0.084,/,3.4,2.4,4.9,i,-12,
CN(C(=O)Cn1c(=O)n(CCCCC(=O)NC2CCCC2)c(=O)c2ccccc21)C1CCCCC1,/,/,0.85,-0.18,0.3,0.012,/,4.7,1.5,4.7,i,-7,
CCN(CC)CCCN1C(=O)C(O)=C(C(=O)c2ccc(C)o2)C1c1ccco1 (stereo unspecified),/,/,-0.36,-0.18,0.19,-0.41,/,5.6,1.0,31,i,-1,
Cc1ccc2cc(C(c3nnnn3CC3CCCO3)N3CCCC4(CCCCC4)C3)c(=O)[nH]c2c1 (stereo unspecified),/,/,-1.3,-0.054,-0.05,0.97,/,3.5,1.3,16,i,20,
O=C(NCCCN1CCOCC1)c1cc2cc(Cl)cc(Cl)c2oc1=O,/,/,0.14,-0.09,0.28,0.88,/,2.0,0.3,17,i,-7,
CCCCCc1c(O)nc(SCC(=O)O)[nH]c1=O,/,/,1.6,-0.15,0.66,-0.99,/,5.4,2.3,4.2,i,-3,
Cc1nn(Cc2ccc(C(=O)Nc3ccc(Br)c4cccnc34)o2)c(C)c1Br,/,/,-0.0024,-0.23,0.33,-0.99,/,2.6,1.9,2.7,i,1,
CCCC(C)C1C(C#N)=C(N)Oc2cc(C)oc(=O)c21 (stereo unspecified),/,/,0.13,-0.25,0.23,-0.14,/,4.4,2.1,6.7,i,-8,
Cn1c(=O)c2c(-c3ccncc3)c3c(nc2n(C)c1=O)-c1ccccc1C3=O,/,/,0.09,-0.048,0.21,0.023,/,3.3,1.5,38,i,17,
COc1cccc(/C=C/C(=C2\C(=O)N(c3ccccc3)N=C2C)c2ccc(Br)cc2)c1OC,/,/,-0.47,-0.18,-0.1,0.11,/,4.3,1.3,6.6,i,1,
CC1=C(C)C(=O)NC(Nc2nc(C)c3cc(C)cc(C)c3n2)N1 (stereo unspecified),/,/,-1,-0.13,0.0051,0.56,/,7.9,1.1,37,+,45*,
O=C(CN1CCOCC1)N1CCN(C(=O)CN2CCOCC2)CC1,/,/,-0.74,-0.26,-0.5,-0.13,/,1.3,2.4,24,i,-2,
COc1ccccc1OCc1nc2c3c(-c4ccccc4)c(-c4ccccc4)oc3ncn2n1,/,/,-0.38,-0.2,-0.12,0.98,/,2.7,1.2,4.8,i,1,
Fc1cccc(-c2cc3nc4c(c(N5CCN(c6cnccn6)CC5)n3n2)CCCC4)c1,/,/,-0.21,-0.25,-0.77,1.8,/,2.6,1.0,9.3,i,-6,
Cc1sc2c(c1C)c(=O)nc1scc(C)n12,/,/,0.44,-0.28,0.67,-1.1,/,5.7,1.5,5.1,i,-4,
CCc1ccc(C(C(=O)NC2CCCCC2)N(C(=O)CNC(=O)c2ccco2)c2cccnc2)cc1 (stereo unspecified),/,/,-0.95,-0.27,-0.72,0.33,/,3.2,2.4,1.7,i,6,
Cc1cc(C)c2c(n1)nn1c(N3CCOCC3)cc(C)nc21,/,/,-0.2,-0.012,0.24,2.1,/,2.0,0.2,32,i,6,
Cc1ccc(C2c3c(oc4ccccc4c3=O)C(=O)N2c2nnc(C)s2)o1 (stereo unspecified),/,/,0.28,-0.24,0.37,-0.16,/,1.6,1.6,4.1,i,1,
Cc1cc(C)n2nc(SCc3cc(=O)n4ccccc4n3)nc2n1,/,/,0.04,-0.19,0.0051,-0.89,/,2.7,2.0,6.3,i,-9,
CN(C=O)CP(=O)(O)CCN1CCCC1=O,/,/,-0.15,-0.23,0.15,0.066,/,1.6,1.4,7.7,i,-2,
CC1CC(C)CN(c2nc3c(c(=O)[nH]c(=O)n3C)n2CCCSc2nc3ccccc3s2)C1 (stereo unspecified),/,/,0.71,-0.18,0.54,0.66,/,2.3,2.1,8.9,i,-7,
N#Cc1cc2c(=O)n3ccccc3nc2n(CC2CCCO2)c1=N (stereo unspecified),/,/,-0.28,-0.21,0.23,-0.66,/,4.0,2.1,4.0,i,-20,
